# Bioassay records (PubChem BioAssay)
# Rpn11 inh – blocks the human proteasome subunit Rpn11; 0.59% of 360,000 active; calls only at 20 µM; human 26S proteasome, Ub4-pepOG fluorescence polarization; 20S core pre-blocked with epoxomicin;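 active means inhibition at 20 µM, scaled to each plate's controls, above about 33%, limit read from the data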
# Target sequence (O00487 whole entry, looked up): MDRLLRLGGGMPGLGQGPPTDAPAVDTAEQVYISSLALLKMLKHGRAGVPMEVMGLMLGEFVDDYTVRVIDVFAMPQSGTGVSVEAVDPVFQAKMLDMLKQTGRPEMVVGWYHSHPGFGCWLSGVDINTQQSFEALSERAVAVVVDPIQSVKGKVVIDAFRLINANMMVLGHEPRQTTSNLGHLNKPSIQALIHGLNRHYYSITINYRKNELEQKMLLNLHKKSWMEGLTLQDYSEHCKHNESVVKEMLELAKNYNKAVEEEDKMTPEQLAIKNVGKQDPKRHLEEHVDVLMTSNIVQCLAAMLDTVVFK
# LMPTP inh – LMPTP (human) inhibition | 0.22% of 360,000 active | recombinant LMPTP-A, OMFP fluorogenic substrate, fluorescence intensity | inhibition, % at 20 µM | P24666 | AID 651560;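 active means compounds that cut the enzyme signal by at least half of the control window in the single-dose screen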;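 further: plate controls were DMSO wells with enzyme plus substrate for no effect and substrate without enzyme for full effect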
# Target sequence (P24666 whole entry, looked up): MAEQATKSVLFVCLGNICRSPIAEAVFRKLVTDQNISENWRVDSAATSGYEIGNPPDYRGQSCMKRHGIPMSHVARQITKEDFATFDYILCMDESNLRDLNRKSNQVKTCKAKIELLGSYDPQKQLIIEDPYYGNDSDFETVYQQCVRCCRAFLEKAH
#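 Material: LMPTP-A; amount: 0.625 nM enzyme; doses: single 20 µM dose; times: reaction 50 min, room temperature, dark; technique: fluorescence intensity of OMFP turnover product; benchmarks: no-enzyme and uninhibited controls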
# SUMO1-SIM PPI – SUMO1-SIM interaction modulation. P63165. SUMO1 binding to a labelled peptide, TR-FRET, 1 h. inhibition, % at 20 µM. 0.33% of 360,000 active; in the data active means inhibition above about 37%
# Target sequence (P63165 whole entry, looked up): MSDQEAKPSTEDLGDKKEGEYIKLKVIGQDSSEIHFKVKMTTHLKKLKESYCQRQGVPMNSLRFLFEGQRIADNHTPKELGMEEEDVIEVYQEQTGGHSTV
# Scp-1 inhibitor – blocks human Scp-1 phosphatase activity | AID 493091 | inhibition, % at 20 µM | Q9GZU7 | 0.88% of 340,000 active | Recombinant Scp1, phosphopeptide, malachite green phosphate absorbance;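 active means inhibition above about 50% at 20 µM, limit read from the data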;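 further: plate controls were DMSO wells with enzyme for no effect and wells lacking enzyme for full effect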
# Target sequence (Q9GZU7 76-261 limits assumed): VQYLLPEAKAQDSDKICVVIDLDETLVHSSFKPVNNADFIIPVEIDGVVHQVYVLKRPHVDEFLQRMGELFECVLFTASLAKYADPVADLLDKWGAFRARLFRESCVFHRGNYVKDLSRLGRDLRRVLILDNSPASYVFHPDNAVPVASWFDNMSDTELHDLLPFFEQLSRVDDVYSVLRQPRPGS
#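 Material: truncated SCP-1 phosphatase (76-261aa) / Buffer or medium: 50 mM Tris acetate pH 5.5, 0.005% Tween-20, 10 mM MgCl2 / Compound dosing: one concentration, 20 µM, with 1.0% DMSO / Incubation: 45 min room-temperature reaction, 5 min colour, 30 min stabiliser / Detection: colorimetric free-phosphate detection, absorbance 630 nm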
# SKN-1 block – inhibitors of C. elegans SKN-1; C. elegans VP596 Pgst-4::GFP/RFP ratio, acrylamide-induced, 24 h; inhibition, % at 21.8 µM; 0.49% of 360,000 active;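 active means interference check ratio from 0.5 to 1.5 plus GFP to RFP signal ratio inhibition reaching or exceeding a fixed threshold, cut at about 30% in these data, passing the limit was not always enough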; further: some compounds called inactive have numbers as strong as hits
# DNMT1 block – blocks human DNA methyltransferase DNMT1. P26358. DNMT1 molecular beacon, Hinp1I cleavage, fluorescence. inhibition (reported as % activation of signal), % at 10 µM. 0.83% of 360,000 active; in the data active means inhibition above about 50%
# CendR NRP1 mod – NRP-1/CendR interaction modulation; O14786; FAM-RPARPAR peptide binding to NRP-1, fluorescence polarization; inhibition, % at 25 µM; 0.85% of 360,000 active; AID 602438;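 active means inhibition or corrected inhibition above about 18%, plus a signal ratio from 0.5 to 1.5, limit read from the data, passing the limit was not always enough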; further: strong numbers were not always called active
# STEP block – STEP (human) phosphatase inhibition; inhibition, % at 20 µM; 0.25% of 360,000 active; recombinant STEP, OMFP fluorogenic substrate, fluorescence; AID 588621;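 active means inhibition at 20 µM, scaled per plate between control wells, above about 37%, limit read from the data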;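 further: 0% = DMSO with enzyme and substrate and 100% = substrate only without enzyme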
#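 material = STEP tyrosine phosphatase | reagent = fluorogenic phosphatase substrate OMFP at 25 µM final | doses = single compound dose of 20 µM, 1% DMSO final | schedule = 20 min reaction, room temperature, in the dark | measured by = fluorescence, 480/540 nm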
# MT1-MMP act inh – MT1-MMP (human) activation inhibition. HT1080 RFP-PRO-GFP cells, GFP/RFP ratio fluorescence, overnight; percent of plate control window, DMSO zero. 0.061% of 360,000 active. GFP/RFP ratio change, % at 20 µM. P50281;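 active means GFP/RFP ratio change of at least 30% with cell ATP level not reduced by more than half and red fluorescence within 50% of control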; further: strong numbers were not always called active
#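 Material – HT1080 RFP-PRO-GFP cells · Control set – DMSO wells and RFP-L50D-GFP cells · Incubation – overnight cell settling, then overnight compound exposure, 37 °C, 5% CO2 · Compound dosing – single-point 20 µM compound, 1% DMSO · Read-out – GFP/RFP fluorescence ratio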
# NadD inh – NadD (S. aureus) enzyme inhibition | 0.78% of 360,000 active | inhibition, % at 20 µM | purified NadD enzyme, colorimetric absorbance read-out | AID 602399; in the data active means inhibition above about 26%; further: some compounds past the cut are filed as inactive
# The depositor's hits bear a star; i = inactive; . = no result given.
Rpn11 inh	LMPTP inh	SUMO1-SIM PPI	Scp-1 inhibitor	SKN-1 block	DNMT1 block	CendR NRP1 mod	STEP block	MT1-MMP act inh	NadD inh	SMILES
i	7.9	5	-1	-16	-1	-4	-2	-3	7	CC(=O)c1cccc(NC(=O)CCc2nnc3ccc(NCc4ccc5c(c4)OCO5)nn23)c1
i	1.0	7	-9	11	-4	-4	-3	3	-3	CC(Oc1ccccc1F)C(=O)Nc1ccc2ccccc2c1 (stereo not given)
i	1.7	-11	0	-1	5	-18	-2	9	-1	CCOC(=O)Cn1c(=N)n(CCOc2ccc(Br)cc2)c2ccccc21
i	3.2	-6	-12	2	-8	-1	-1	-20	-10	CCOC(=O)c1c(C)oc2c1c(C=NCC1CCCO1)c(O)c1ccccc12 (stereo not given)
i	-2.9	12	3	0	5	8	-3	.	-1	CC1CN(Cc2ccccc2)c2nc3c(c(=O)n(CC(=O)O)c(=O)n3C)n2C1 (stereo not given)
.	1.5	0	.	-2	.	4	.	-8	-2	CC(C)(C)OC(=O)N1CCC[C@@H]1C(=O)NCc1ccccc1Cl
i	0.3	4	-12	9	2	11	1	2	2	CC1=C(C(=O)OCc2ccccc2)C(c2ccccc2Cl)NC(=O)N1CCCCCC(=O)O (stereo not given)
i	-7.6	-18	-4	13	4	-4	5	-19	-2	Cc1ccc(C(=O)N/C(=C\c2ccc(-c3ccc(Br)cc3)o2)C(=O)NCCCN(C)C)cc1
i	0.5	-1	-5	-1	10	-14	2	4	-2	O=C(CC(NC(=O)c1ccccc1)c1ccccc1)Nc1ccc(F)c(F)c1 (stereo not given)
i	-0.7	3	-14	3	0	-8	-16	0	-2	Cc1nc(CN2CCCC2=NC#N)n(-c2ccccc2)n1
i	1.3	-3	4	-2	11	2	-1	4	-2	Cc1ccc(/C=C/C(=O)OCC(=O)N(CC(C)C)c2c(N)n(Cc3ccccc3)c(=O)[nH]c2=O)o1
i	-1.1	-8	-5	8	1	10	1	1	-1	N#Cc1ccc(NC(=O)Cn2cnc([N+](=O)[O-])c2)cc1
i	0.5	1	.	-2	-1	5	-2	-5	-2	CCc1ccc2c(c1)NC(=O)C2(C)Cc1ccccc1 (stereo not given)
i	-0.7	0	-2	4	-2	-1	7	9	7	CCN1C(=O)CSC1=Nc1ccc(C(=O)O)cc1
i	-4.1	2	-20	-6	0	14	3	-2	0	Cc1cccc(OCCCC(=O)Nc2ccc(S(=O)(=O)Nc3onc(C)c3C)cc2)c1
i	0.9	-6	7	-5	6	-2	-2	1	2	Cc1cc(C)n(-c2nc(C(F)(F)F)nc3ccccc23)n1
i	0.7	2	-11	-10	4	-6	-3	-5	-2	COc1cc(OC)cc(-c2c(-c3ccc(F)cc3)c3cc(Br)ccc3n2C)c1
i	-1.9	1	-1	11	4	-3	3	-1	9	CCc1c(C)nc(N)n2c(SCC(=O)Nc3ccccc3)nnc12
i	-1.1	1	-3	25	1	10	-1	-3	-4	COc1cccc(CN(CC(=O)NCc2ccccc2)C(=O)c2csnn2)c1
i	-1.6	10	-6	-11	5	6	-1	1	3	Cn1c(CNC(=O)CNC(=O)c2ccccc2)cc(=O)n(C)c1=O
i	-1.4	2	-4	10	4	7	3	-3	-1	O=C(NNS(=O)(=O)c1ccccc1[N+](=O)[O-])c1ccncc1
i	-0.6	-2	-14	13	3	-14	0	-1	-3	CCOC(=O)[C@H]1[C@H]2COc3ccc(C)cc3[C@@H]2N2C(=O)CN(Cc3ccc(F)cc3)C(=O)[C@@]12C
i	3.0	11	-13	11	3	3	1	-6	10	O=C(/C=C/c1ccccc1)CC(=O)c1ccccc1O
i	-0.5	2	8	-3	0	6	2	-1	-1	COc1cc2c(cc1OC)C(C(=O)NCc1cccnc1)C(c1cccnc1)N(C)C2=O (stereo not given)
i	-1.1	-1	-5	0	-5	7	0	1	5	CN(CC(=O)N1CCN(c2ccccc2F)CC1)S(=O)(=O)c1cnc[nH]1
i	1.2	6	0	-20	-7	11	3	2	13	CCN(CC(=O)Nc1ccc(OC)cc1)C(=O)c1ccc2[nH]c3c(c2c1)CC(C)CC3 (stereo not given)
i	2.8	3	-9	5	6	0	-2	9	6	CSc1cccc(NC(=O)COc2cccc3ccccc23)c1
i	-1.2	0	-15	5	0	7	2	-2	2	CCCCCC(C)n1[nH]c(=O)cc1N (stereo not given)
i	1.3	-23	-9	11	-1	4	4	0	-2	CCCOc1ccc(C(=O)Nc2ccccc2[N+](=O)[O-])cc1
i	16	6	1	10	-8	1	1	-2	4	COc1ccc(Nc2nc(N3CCCCC3)c3ccccc3n2)cc1
i	-0.6	-1	-5	0	2	0	-2	-2	4	O=C(NCC1CCCO1)c1cccc2ccccc12 (stereo not given)
i	1.0	1	-15	17	-2	0	1	-6	-4	CN(C)S(=O)(=O)c1ccc(N/C=C(\[N+](=O)[O-])S(=O)(=O)c2ccccc2)cc1
i	0.9	5	26	5	13	0	2	4	-2	Cc1nnc(NC(=O)Cc2cccs2)s1
.	5.2	7	.	-2	.	14	.	-2	18	COC(=O)[C@]12CCCCC=C1N(Cc1ccc(Cl)cc1Cl)C(=O)[C@H](CC(=O)N1CCC(c3ccccc3)CC1)C2
i	-2.9	6	-7	4	-2	5	-2	-1	-4	CCn1c(SCC(=O)OC(C)C)nnc1-c1ccccc1
i	0.3	-5	-18	-8	-4	0	-3	-8	7	COc1ccc(NC(=O)/C(C#N)=C\c2cc(C)n(-c3ccc(Oc4ccc([N+](=O)[O-])cn4)cc3)c2C)cc1
i	-2.2	-1	-12	15	12	-10	3	-6	1	CCOC(=O)c1cc([N+](=O)[O-])sc1NC(=O)c1ccc(S(=O)(=O)N2CC3(C)CC2CC(C)(C)C3)cc1 (stereo not given)
i	-2.3	1	14	-3	0	-6	-5	4	-13	O=C(NCCCN1CCCCC1)c1ccc(CS(=O)c2ccc(Cl)cc2)o1 (stereo not given)
i	0.5	-1	-6	-4	-2	-6	-1	3	-5	Cc1ccc(C)c(SCC(=O)Nc2cc(S(=O)(=O)N3CCOCC3)ccc2C)c1
i	-1.3	-3	-7	-5	1	5	0	0	-9	O=C(NNc1cccc(Cl)n1)Nc1ccc(F)cc1
.	-1.1	5	.	-4	.	-1	.	-1	.	CCCNC(=O)C[C@@H]1CC[C@@H]2[C@H](COC[C@H](O)CN2C(=O)c2cc(Cl)cc(Cl)c2)O1
i	-1.6	-3	-2	-3	-4	-6	-4	2	2	COCCOC(=O)C1=C(C)NC2=C(C(=O)CCC2)C1c1cc2c(cc1Br)OCO2 (stereo not given)
i	1.3	23	-4	-5	51*	-47	6	-3	5	S=c1[nH]nc(-c2n[nH]c3c2CCC3)n1/N=C/C=C/c1ccco1
i	1.4	0	-3	7	-3	-7	1	3	-7	Cc1ccccc1NC(=O)CN1CCc2ccccc2C1
i	-1.6	-6	-12	8	0	6	0	2	2	CCOc1ccc(NC(=O)Cn2cc(C(C)=O)c3ccccc32)cc1
i	-1.6	-18	3	-2	1	-7	2	0	1	O=C(NCc1ccccc1)c1cc(-c2ccncc2)nc2ccccc12
i	2.5	-1	-10	20	0	-17	-4	5	4	Cc1ccc(-c2csc3nc[nH]c(=S)c23)cc1
i	-1.7	-1	-2	-3	-5	10	2	0	3	CC(=O)N1c2ccc(S(=O)(=O)N3CCC(C(=O)N4CCN(c5cccc(C(F)(F)F)c5)CC4)CC3)cc2CC1C (stereo not given)

# Overlap with the part before: 6 entries; new compounds follow.
Rpn11 inh	LMPTP inh	SUMO1-SIM PPI	Scp-1 inhibitor	SKN-1 block	DNMT1 block	CendR NRP1 mod	STEP block	MT1-MMP act inh	NadD inh	SMILES
i	1.3	23	-4	-5	51*	-47	6	-3	5	S=c1[nH]nc(-c2n[nH]c3c2CCC3)n1/N=C/C=C/c1ccco1
i	1.4	0	-3	7	-3	-7	1	3	-7	Cc1ccccc1NC(=O)CN1CCc2ccccc2C1
i	-1.6	-6	-12	8	0	6	0	2	2	CCOc1ccc(NC(=O)Cn2cc(C(C)=O)c3ccccc32)cc1
i	-1.6	-18	3	-2	1	-7	2	0	1	O=C(NCc1ccccc1)c1cc(-c2ccncc2)nc2ccccc12
i	2.5	-1	-10	20	0	-17	-4	5	4	Cc1ccc(-c2csc3nc[nH]c(=S)c23)cc1
i	-1.7	-1	-2	-3	-5	10	2	0	3	CC(=O)N1c2ccc(S(=O)(=O)N3CCC(C(=O)N4CCN(c5cccc(C(F)(F)F)c5)CC4)CC3)cc2CC1C (stereo not given)
i	0.6	0	-7	-11	-2	-4	1	3	2	COc1ccc(CNC(=O)C(C)N=C2NS(=O)(=O)c3ccccc32)cc1OC (stereo not given)
i	-0.1	3	12	4	2	0	-4	-1	3	O=C1NC2(CCCCC2)C(=O)N1CC(=O)N1CCc2ccccc21
i	-0.6	1	-2	-9	3	-6	-1	2	-1	O=C(Nc1cccnc1)c1ccccc1O
i	-4.3	0	-10	24	2	17	-10	0	-1	CN(C)S(=O)(=O)c1cccc(C(=O)NCC2CCCO2)c1 (stereo not given)
i	-1.3	0	0	-5	2	-2	1	-2	-5	NC(=O)c1ccccc1OCC(=O)O
i	-0.1	3	-5	4	-1	-6	4	2	-6	CC(C)c1ccccc1NC(=O)COC(=O)COc1ccccc1[N+](=O)[O-]
i	-0.7	-1	-13	1	0	9	-1	4	4	O=C(NNC(=O)C1CCN(Cc2cccc(F)c2)CC1)c1cccs1
i	-2.1	2	-2	0	2	2	3	-9	-11	COc1ccc(S(=O)(=O)NCc2ccco2)cc1N(C)S(=O)(=O)c1ccccc1
i	-1.4	6	7	-4	0	-22	2	-2	3	CCCCNC(=O)Nc1ccccc1C(=O)NCc1ccco1
i	1.4	-6	-8	9	-6	-19	3	-5	-7	Cc1cccc(/C(N)=N/OC(=O)Cc2cccs2)c1
i	0.0	4	-5	11	-1	-6	-1	1	-3	Cc1cc(NC(=O)CCSc2ccc(Cl)cc2)no1
i	-0.6	-7	-4	11	0	7	0	1	-2	CC(NC(=O)c1ccccc1F)c1nnc(SCC(=O)NC2=NCCS2)n1C (stereo not given)
i	1.7	3	-4	-2	-18	25*	1	-13	13	Cc1ccc(S(=O)(=O)N(C)c2ccc(OCC(=O)Nc3nc4ccccc4s3)cc2)cc1
i	-0.3	-2	-8	17	-1	14	6	-3	0	COc1ccc(Cl)cc1N(C(=O)Nc1cccc(Cl)c1)C1=NCC(C)S1 (stereo not given)

# Compounds as they come; 3.9% or so of the library scored in one or more.
